Screening data deposited in PubChem BioAssay by National Center for Advancing Translational Sciences (NCATS).
HEK293 viab – reduces viability of HEK-293 SNCA reporter cells. HEK-293-SNCA-luc viability, GF-AFC fluorescence, 24 h. Potency, µM (highest dose often 57.1 µM), for inactives: at the top dose activity change, negative = cytotoxicity, hits mostly cytotoxic. 0.12% of 150,000 active. AID 1671193;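 note: potency is the fitted concentration of half-maximal effect; 0% = DMSO-treated cells and -100% = medium-only wells without cells; nearly all actives have a fitted effect of over 30% in size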
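HEK-293-SNCA-luc cells (1500/well) plated 24 h, then exposed 24 h to a dilution series; GF-AFC added 30 min at 37C, fluorescence 405/540 nm; normalised to medium-only and DMSO wells, Hill fit.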
HEK cytotox – cytotoxic compounds in HEK 293 cells; Potency, µM (highest dose often 115 µM), for inactives: at the top dose activity change, negative = cytotoxicity, most hits filed as inhibitors; 6.6% of 94,000 active; HEK 293 viability, ATP luminescence (CellTiter-Glo), 48-72 h; AID 1345083; note: potency is the fitted concentration of half-maximal effect; nearly all actives have a fitted effect of over 60% in size
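ATP-coupled CellTiter-Glo luminescence served as viability read-out, recorded 10 min after reagent addition at room temperature. HEK 293 cells, 250 cells/well, had been incubated with pintool-transferred compound for 48 or 72 hr at 37 degree Celsius.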
GPT2 inhibitor – blocks human glutamate pyruvate transaminase 2. Q8TD30. Recombinant GPT2, coupled pyruvate oxidase/HRP Amplex Red fluorescence. Potency, µM (doses to about 57.7 µM), inactives show top-dose activity change, negative = inhibition, most hits filed as inhibitors. 0.25% of 100,000 active; note: potency is the fitted concentration of half-maximal effect; nearly all actives have a fitted effect of over 60% in size; many of its hits are not listed in these tables
Target sequence (Q8TD30 whole entry, looked up): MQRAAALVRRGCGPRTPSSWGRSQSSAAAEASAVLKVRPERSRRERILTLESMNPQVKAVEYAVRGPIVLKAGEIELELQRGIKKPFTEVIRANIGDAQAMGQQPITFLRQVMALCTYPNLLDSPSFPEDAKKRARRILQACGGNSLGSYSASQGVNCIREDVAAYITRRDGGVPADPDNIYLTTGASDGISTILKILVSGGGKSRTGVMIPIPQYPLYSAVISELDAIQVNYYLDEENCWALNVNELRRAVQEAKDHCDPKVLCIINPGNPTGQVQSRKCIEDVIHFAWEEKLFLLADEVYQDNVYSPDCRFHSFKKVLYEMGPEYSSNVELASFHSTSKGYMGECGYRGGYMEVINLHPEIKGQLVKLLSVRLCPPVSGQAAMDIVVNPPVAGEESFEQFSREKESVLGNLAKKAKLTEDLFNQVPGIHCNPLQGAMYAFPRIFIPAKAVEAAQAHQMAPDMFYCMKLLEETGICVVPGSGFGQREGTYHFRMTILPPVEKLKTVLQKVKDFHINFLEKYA
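Fluorescence of coupled pyruvate oxidase/HRP/Amplex Red system (50uM Amplex, 30 min, dark) reports pyruvate formed by GPT2. Enzyme reaction: 10ng/uL GPT2, 2mM L-alanine, 250uM a-KG, 30 min room temperature, pH 7.5; 50uM AOA control.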
Luciferase inh – Photinus pyralis luciferase inhibition; 2.5% of 76,000 active; AID 1347043; Potency, µM (titrated, usually from 115 µM), for inactives: top-dose activity change, negative = inhibition, actives largely listed as inhibitors; P08659; purified P. pyralis luciferase, luminescence, biochemical; note: potency is the fitted concentration of half-maximal effect; nearly all actives have a fitted effect of over 65% in size
Target sequence (P08659 whole entry, looked up): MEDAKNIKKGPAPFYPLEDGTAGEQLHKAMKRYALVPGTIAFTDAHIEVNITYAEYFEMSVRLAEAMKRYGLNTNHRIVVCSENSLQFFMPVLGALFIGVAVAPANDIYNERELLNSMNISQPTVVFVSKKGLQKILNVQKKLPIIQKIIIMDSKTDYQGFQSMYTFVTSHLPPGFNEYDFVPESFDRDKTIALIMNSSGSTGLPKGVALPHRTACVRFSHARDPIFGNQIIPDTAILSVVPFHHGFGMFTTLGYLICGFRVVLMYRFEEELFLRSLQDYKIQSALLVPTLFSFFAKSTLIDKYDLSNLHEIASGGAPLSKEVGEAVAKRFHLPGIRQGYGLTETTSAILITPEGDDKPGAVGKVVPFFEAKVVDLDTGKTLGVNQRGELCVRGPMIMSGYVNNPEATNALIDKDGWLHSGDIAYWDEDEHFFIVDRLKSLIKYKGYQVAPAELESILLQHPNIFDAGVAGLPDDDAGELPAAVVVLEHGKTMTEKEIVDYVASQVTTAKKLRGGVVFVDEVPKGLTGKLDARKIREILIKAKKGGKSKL
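Purified P. pyralis luciferase (10nM final) in 50mM Tris acetate pH 7.5, 10mM Mg acetate, 0.01% Tween-20, 0.05% BSA with 10uM D-luciferin and 10uM ATP. Compounds titrated qHTS. Luminescence imaged on CCD.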
SNCA expr inhib – reduces expression of the alpha-synuclein gene | HEK-293 SNCA-luciferase knock-in, luminescence, 24 h | 0.17% of 140,000 active | AID 1671194 | Potency, µM (doses to about 57.2 µM), for the others: top-dose activity change, negative = inhibition, usual class: inhibitors;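 note: potency is the fitted concentration of half-maximal effect; plate controls were DMSO cells for no effect and cell-free wells for full effect; nearly all actives have a fitted effect of over 45% in size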
IP6K1 inhibitor – inhibitors of human IP6K1; IP6K1 kinase, ADP-Glo luminescence, 2 h; stronger effect = lower value; activity change, % (series mostly up to about 58 µM); Q92551; 0.81% of 140,000 active; in the data active = activity change below about -25%
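ADP-Glo luminescence measures ADP made by human IP6K1 during a 2 h RT reaction with ATP/IP6 (mix at 1.3 mM/130 uM); top library doses 57.5 and 19.1 uM final.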
3T3 cytotox – NIH 3T3 cell cytotoxicity. Potency, µM (titrated, usually from 96.7 µM), for inactives: at the highest dose activity change, negative = cytotoxicity, hits mostly inhibitors. NIH 3T3 viability, CellTiter-Glo ATP luminescence, 48-72 h. 4.3% of 94,000 active. AID 1345082; note: potency is the fitted concentration of half-maximal effect; nearly all actives have a fitted effect of over 55% in size
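Mouse fibroblast NIH 3T3 cells, 400 per well, received compound via pintool and were incubated for 48 or 72 hr prior to CellTiter-Glo ATP luminescence measurement.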
Numbers without * were called inactive; i = inactive; ? = inconclusive; · = not tested or not shown; [ ] = dose if it differs, or a comment. Unless noted, calls come from the whole dose curve; as a rule, active = well fitted curve in the direction sought with a large enough effect; inconclusive = small, poorly fitted or top-dose-only effect, or another doubt; inactive = no such curve, though single readings can be large; an effect the other way counts as inactive or inconclusive. Unless noted, % is set by controls: 0 for no effect and ±100 for the full control effect. The list is partial (hit frequency here may not be typical).

SMILES	HEK293 viab	HEK cytotox	GPT2 inhibitor	Luciferase inh	SNCA expr inhib	IP6K1 inhibitor	3T3 cytotox
CCS(=O)(=O)Nc1ccc(C(=O)N2CC[C@](C)(O)[C@@H](O)C2)cc1	2%	-10%	0%	-1%	-22%	5	-14%
COc1ccc(C(=O)NC2CCCN(c3cc(-c4ccc(Cl)cc4)[nH]n3)C2)cc1OC (stereo not given)	-8%	35µM*	i	4µM*	24%	0	?
Cn1ncc2c(C(=O)NCC3CC3)cc(-c3ccc(Cl)cc3Cl)nc21	-10%	?	i	·	3%	-5	?
Cc1ccc(NC(=O)N2CCC(Oc3ncccc3C(=O)N3CCOCC3)C2)c(C)c1 (stereo not given)	12%	0%	i	4%	1%	-4	i
Cc1ccc(Cn2c(C3CCN(C(=O)c4cccc(C(F)(F)F)c4)CC3)n[nH]c2=O)cc1	-8%	?	0%	5%	-19%	-17	?
Cc1ccc(-c2ccc3nnc(CNC(=O)c4cnccn4)n3n2)cc1	8%	-20%	i	0%	-1%	13	-4%
COc1ccc(C(=O)N2CCCn3nc(C)c(-c4ccnn4C(C)C)c32)cc1	-20%[87.6 µM]	-10%[172 µM]	-4%[88.5 µM]	12%[172 µM]	-12%[87.6 µM]	25	?
Cn1ccnc1CN1CCOc2cc([S+](=O)([O-])Nc3nncs3)ccc2C1	5%[87.6 µM]	5%[172 µM]	-9%[88.5 µM]	1%[172 µM]	-13%[87.6 µM]	-13	?
CCn1cc(S(=O)(=O)N2CCCN(S(=O)(=O)c3ccccc3)CCC(=O)NCC2)cn1	-10%	-14%	i	0%	-18%	10	-18%
CCc1ccc(NC(=O)c2cc(CN3CCOCC3)on2)cc1	2%	·	·	·	71%[activator]	-2	·
O=C(CCc1ccc2c(c1)CCO2)Nc1ccc2c(c1)C(=O)N1CCC[C@H]1C(=O)N2	6%	?	?	2%	2%	5	?
Cc1cc2c(cc1S(=O)(=O)CCC(=O)N1CCN(c3ccccc3)CC1)OCC(=O)N2	5%	·	·	·	11%	-13	·
Cc1ccc(-c2nnc(C3CN(C(=O)c4sc(C)nc4C)CC34CCOCC4)o2)cc1 (stereo not given)	-21%	-20%	?	-11%	-9%	12	-23%
CN(CCNC(=O)C1CCCCC(=O)N1Cc1ccccc1)C1CCCCC1 (stereo not given)	-2%	-6%	-8%	·	-18%	-9	-8%
O=C(NC1CCN(c2nccc(Nc3ccccc3Cl)n2)CC1)c1ccc(F)cc1	-15%	?	-2%	·	-13%	-2	?
CCc1ccc(S(=O)(=O)c2cn(C)c3cc(F)c(F)cc3c2=O)cc1	9%	·	·	·	0%	9	·
O=C(CSc1nnc(CNC(=O)c2ccccc2)n1-c1ccc(F)cc1)Nc1ccccc1F	-5%	·	·	·	30%	-5	·
COc1ccc(C(=O)c2oc3ccccc3c2NC(=O)c2nc(SC)ncc2Cl)cc1Cl	9%	·	·	·	7%	-1	·
COC1OC(=O)C2=C1C1(C)CCCC(C)(C)C1CC2O (stereo not given)	-6%	·	i	·	·	4	·
CNC(=O)c1ccc2c(c1)OCCN(c1ccccc1)C2	1%[87.6 µM]	?	0%[88.5 µM]	-4%[230 µM]	-23%[87.6 µM]	-8	-25%[174 µM]
Cn1ncc2c(C(=O)NCC#N)cc(-c3cccc(F)c3)nc21	·	?	·	·	·	20	?
CCOc1ccc(-c2nnc(SCC(=O)NC3CCCCC3)nc2-c2ccc(OCC)c(OC)c2)cc1OC	-2%	·	·	·	24%	-14	·
Cc1ccc(NC(=O)c2ccc(CNS(=O)(=O)c3ccc4c(c3)C(C)(C)C(=O)N4C)cc2)cc1C	?	·	·	·	?	0	·
Cc1cc(C(=O)N2C[C@@H](CO)[C@H](c3ccccn3)C2)c(C)o1	-7%	-5%	i	-1%	?	3	-15%
C[C@]1(O)CCN(Cc2ccc(-c3ccccc3C#N)o2)C[C@@H]1O	8%	-5%	i	-3%	2%	13	-19%
O=C(c1cccs1)N1CCN(Cc2cc(C3CC3)n[nH]2)CC(O)C1 (stereo not given)	5%	0%	-7%	4%	1%	0	i
N#Cc1ccc(CN2CCC3(CC(c4cccc(C(F)(F)F)c4)=NO3)C2)cc1 (stereo not given)	-8%	?	-6%	·	-9%	-1	?
CCOc1ccc(C(=O)c2oc3ccccc3c2NC(=O)c2cc(-c3ccc(Cl)cc3)on2)cc1	8%	·	·	·	-14%	4	·
Cc1cccc(-c2nc(SCCCOc3cc(C)c(Cl)c(C)c3)n3[nH]c(=O)cc3n2)c1	-3%	·	·	·	?	22	·
COc1ccc2[nH]c3c(c2c1)CCNC31CCN(C(=O)C2CCCO2)CC1 (stereo not given)	-9%[12.5 µM]	-17%	-1%	-7%	21%	-1	-15%
NC(=O)Cn1ccc2cc(OCC3CCN(C(=O)COc4ccccc4)CC3)cnc21	-2%[87.6 µM]	?	5%[88.5 µM]	11%[172 µM]	17%[87.6 µM]	-8	-28%[138 µM]
OC[C@@H]1CNC[C@H]1C1CCN(C2CNC2)CC1	-5%[12.5 µM]	i	i	-1%	?	2	4%
O=[S+]([O-])(c1ccccc1)N1CCC2(CC(c3cccc(C(F)(F)F)c3)=NO2)C1 (stereo not given)	-12%	?	i	·	-12%	3	-29%
Cc1cccc(CN2C[C@@H]3C(=O)N(CCCN4CCCC4=O)C(=O)[C@@H]3C2)c1	-9%	7%	i	13%	14%	6	i
Cc1cc(C)cc(-c2ccc(CN3CCCC3C(=O)N3CCC(c4ccccc4)CC3)cc2)c1 (stereo not given)	-8%	?	i	·	-14%	-7	?
COCC(=O)NC1CCC12CCN(C(=O)NCc1ccccc1)CC2 (stereo not given)	-3%	-5%	-4%	-2%	11%	-5	-14%
COc1ccc(OC)c(NC(=O)CSC2=Nc3ccccc3C3=NC(CCC(=O)NCc4ccccc4)C(=O)N23)c1 (stereo not given)	2%	·	·	·	-9%	-5	·
O=S(=O)(NC[C@H]1COCc2nc3cccnc3n21)c1ccc(Cl)cc1	4%[87.6 µM]	?	-3%[88.5 µM]	7%[172 µM]	2%[87.6 µM]	-13	-23%[138 µM]
CN1CC(=O)N(C2CCCNC2)Cc2c1ncnc2N1CCOCC1 (stereo not given)	1%	-21%	?	·	-7%	3	-23%
CCn1c(C(=O)N2CCC(C(=O)N3CCN(c4cccc(C)c4C)CC3)CC2)cc2sccc21	-8%	·	·	·	?	-3	·
O=C(NCCc1ccccc1F)c1ccc2nnc(-c3cccnc3)n2c1	-4%	-29%	?	·	5%	5	-19%
Cc1ccc(CCNC(=O)CSCc2nc(-c3ccc(C)cc3)oc2C)cc1	-24%	·	·	·	?	3	·
COCCCNC(=O)c1nc2sccn2c1-c1cccc(C(F)(F)F)c1	-6%	2%	1%	·	24%	13	-11%
CCOC(=O)C1CCC(CN(Cc2ccc(Cl)cc2)S(=O)(=O)c2cc(Cl)cc(Cl)c2)CC1 (stereo not given)	-5%	·	·	·	-15%	22	·
CN(C)c1ccc(CNC(=O)C2CCCN(S(=O)(=O)c3ccc4c(c3)CCCC(=O)N4)C2)cc1 (stereo not given)	1%	·	·	·	1%	1	·
CCC[C@@]1(CCc2ccccc2)CC(O)=C([C@H](CC)c2cccc(NS(=O)(=O)c3ccc(C(F)(F)F)cn3)c2)C(=O)O1	2%	·	1%	·	·	-3	·
COc1ccc(CN2C(=O)O[C@@H]3CN(C(=O)NC(C)(C)C)C[C@@H]32)cc1OC	7%	1%	-4%	3%	-7%	-10	i
COCC(=O)N1CCC(Oc2ccccc2C(=O)N(C)Cc2ncccc2C)CC1	5%	-23%	i	4%	-9%	2	?
Cc1noc(-c2ccccc2OCC(=O)Nc2ccccc2[N+](=O)[O-])n1	15%	·	·	·	-9%	-14	·
Cc1nnc2ccc(N3CCC(NC(=O)NC4CCCC4)C3)nn12 (stereo not given)	·	-10%[172 µM]	·	·	·	3	-4%[138 µM]
COCCNC(=O)CCCN1C(=O)COc2ccc(C(=O)COc3ccccc3Cl)cc21	5%	-16%	-22%	-3%	10%	-12	-14%
COc1ccc(C2Cn3nnc(C(=O)NCc4ccc(F)cc4Cl)c3CO2)cc1 (stereo not given)	3%	-33%	0%	3%	-11%	-3	-15%
COc1ccccc1N1CCN(C(=O)Cn2ncc3c([nH]c4ccccc43)c2=O)CC1	7%	·	·	·	9%	2	·
O=C(C[C@H]1NC(=O)c2ccccc2NC1=O)Nc1ccc(F)c(F)c1F	-6%	-21%	i	7%	?	3	?
COc1ccc(NC(=O)CSc2nc3ccncc3[nH]2)c(OC)c1	-7%	·	·	·	0%	-6	·
N#C/C(=C/c1cn(Cc2ccccc2Cl)c2ccccc12)C(=O)Nc1cccc(Cl)c1	13%	·	·	·	34%[activator]	31	·
CCOC(=O)N1CCC(NC(=O)c2cnn(-c3ccc(F)cc3F)c2C2CCN(C(=O)OC(C)(C)C)CC2)CC1	-6%	·	·	·	-1%	-11	·
CCC/C=C\C=C/CCc1cc(O)c([C@@H]2O[C@H](CO)[C@@H](O)[C@H](O)[C@H]2O)c(O)c1C(=O)OC	5%[23.9 µM]	·	i	·	·	-10	·
Cc1ccccc1Cn1cc(-c2ccncc2)cc1C(=O)O	4%	?	i	-5%	-19%	0	?
CNC(C)c1ccccc1F (stereo not given)	1%[87.6 µM]	2%[230 µM]	-10%[88.5 µM]	·	28%[87.6 µM]	13	-8%[174 µM]

Continued; it opens with the 3 that closed the last part.
SMILES	HEK293 viab	HEK cytotox	GPT2 inhibitor	Luciferase inh	SNCA expr inhib	IP6K1 inhibitor	3T3 cytotox
CCC/C=C\C=C/CCc1cc(O)c([C@@H]2O[C@H](CO)[C@@H](O)[C@H](O)[C@H]2O)c(O)c1C(=O)OC	5%[23.9 µM]	·	i	·	·	-10	·
Cc1ccccc1Cn1cc(-c2ccncc2)cc1C(=O)O	4%	?	i	-5%	-19%	0	?
CNC(C)c1ccccc1F (stereo not given)	1%[87.6 µM]	2%[230 µM]	-10%[88.5 µM]	·	28%[87.6 µM]	13	-8%[174 µM]
CC(C)NC(=O)N[C@H]1CCN2C(=O)c3cc(-c4ccccc4F)ccc3NC(=O)[C@@H]2C1	-1%[87.6 µM]	?	?	5%[172 µM]	3%[87.6 µM]	14	-26%[174 µM]
O=S(=O)(N[C@@H]1C[C@H](Cn2cc(-c3cccnc3)nn2)[C@@H](O)[C@H]1O)c1ccccc1	6%	-6%	i	-5%	2%	3	-14%
CCOc1ccccc1NC(=O)N1CCC(Cc2nc(-c3ccccc3)n[nH]2)C1 (stereo not given)	-10%	?	i	4%	-30%	3	?
COc1ccc(NC(=O)C2=C(C)Nc3ncnn3C2c2ccc[nH]2)cc1 (stereo not given)	6%	·	·	·	0%	-13	·
Cc1ccc(C(=O)N2CCC3(CC2)CC(c2ccccc2)C(=O)N3C)cc1 (stereo not given)	4%	1%	3%	7%	-19%	2	-20%
